FN deposition inh – fibronectin deposition inhibition; AH1F fibroblasts, Alexa488-fibronectin deposition fluorescence, overnight; inhibition, % at 12.6 µM; 0.086% of 350,000 active; AID 743247;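 active = mean inhibition across replicates of 30% or more, regardless of how many single replicates reach that level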;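 also: positive control wells lacked labelled fibronectin entirely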
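Test system: AH1F fibroblast monolayer depositing Alexa488-labelled fibronectin into matrix. Input: 10000 cells per well. Technique: fluorescence, ex 485 nm, em 525 nm. Buffer or medium: DMEM plus 2% serum, read in PBS. Timing: 1 h cell adhesion before compound, then overnight fibronectin incubation. Compound: single dose, pinned. Read-out basis: inhibition from reduced deposited-fibronectin fluorescence.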
EWS-Fli inh – blocks EWS/Fli oncoprotein-driven transcription; A673 NR0B1-luciferase reporter, viability-normalised; inhibition, % at 12.6 µM; 0.67% of 350,000 active; AID 651661;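 active = mean inhibition of at least 50% after viability correction, with every replicate also passing that limit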;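 also: firefly luciferase signal divided by Alamar Blue viability fluorescence both relative to DMSO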
LGR2 antag – inhibitors of bursicon-induced Drosophila LGR2 receptor cAMP signaling. inhibition, % at 9.99 µM. AID 720647. HEK293 LGR2, CRE-luciferase, bursicon-stimulated, 4 h. 0.35% of 380,000 active;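 active = drop in luminescence signal, shown as inhibition above about 50% in the replicate tests, limit read from the data, passing the limit was not always enough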;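 also: agonist challenge used bursicon conditioned medium at about half maximal strength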
Cneo AK release – causes C. neoformans cell lysis; adenylate kinase release luminescence, 4 h; normalised: neutral wells 0, clomiphene wells 100; lysis activity, % at 15 µM; 0.2% of 360,000 active; AID 651654;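 active = mean lysis activity across replicates of at least 80%, whatever share of replicates individually reach that level; inactive = mean lysis activity below 80%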
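Assay system: Cryptococcus neoformans yeast cells / Dosing: single-point compound dose / Timing: 4 h at 37 °C static, read 1 h later / Measured by: luminescence of released adenylate kinase using an AK detection reagent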
PGC1a acetyl inh – PGC1a acetylation modulation, inhibitor mode | U2OS PGC1a acetylation, AlphaScreen anti-acetyl-lysine; with virally co-expressed GCN5 acetyltransferase | inhibition, % at 15.6 µM | 0.17% of 350,000 active;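 active = every replicate shows inhibition of at least 40%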;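 also: 0% = neutral control wells and 100% = positive control wells; some results beyond the cut were filed as inactive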
miR122 inh – miR-122 inhibition in Huh7 cells; activation (reporter increase), % at 12.5 µM; 0.3% of 340,000 active; Huh7 miR-122 Renilla luciferase sensor, 48 h; neutral wells = 0, positive control = 100;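 active = mean replicate activation score at least 90 and every replicate individually at or above 90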;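 also: higher luciferase means less miR-122 activity so hits act as miR-122 inhibitors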
Starred values were filed as active, the others as inactive; . = not tested or not shown. Not all compounds are listed; rates above refer to the full screens.

SMILES	FN deposition inh	EWS-Fli inh	LGR2 antag	Cneo AK release	PGC1a acetyl inh	miR122 inh
C=CCn1c(SCn2nnc3ccccc3c2=O)nc2scc(-c3cccs3)c2c1=O	-13	.	-6	.	.	.
Cn1c(CO)nc2cc(N)ccc21	-1	.	7	.	.	.
Cc1cc(N2C(=O)c3ccc(C(=O)NCc4ccccc4)cc3C2=O)no1	5	.	-6	.	.	.
Cc1ccc(S(=O)(=O)NCCC(=O)NC2CCCC2)cc1	5	.	5	.	.	.
CCn1ncc(C2=NOC(C(=O)Nc3cccc(C(C)=O)c3)C2)c1C (stereo not drawn)	-1	.	-5	.	.	.
N#Cc1cc(C#N)c(N2CCN(c3ccccn3)CC2)nc1N	2	.	-62	.	.	.
O=C(/C=C/c1ccccc1[N+](=O)[O-])Nc1cccc(S(=O)(=O)NC2=NCCCCC2)c1	.	8	.	-5	.	20
CC1CCN(S(=O)(=O)c2ccc(Cl)s2)CC1	.	-5	.	-1	.	4
COc1ccc(S(=O)(=O)N2CCCCC2)cc1NC(=O)c1[nH]c(C)c(C(C)=O)c1C	.	47	.	1	.	5
COc1ccc(CCNc2oc(Cc3cccc4ccccc34)nc2C#N)cc1OC	.	.	.	-3	-27	3
O=C(N[C@H]1C/C=C\C[C@H](CC(=O)N(CCO)Cc2ccccc2)C(=O)N[C@@H](c2ccccc2)COC1=O)OCC1c2ccccc2-c2ccccc21	.	.	.	1	3	13
Cc1ccc(C(=O)N2CCN(c3ncnc4c3cnn4-c3ccccc3)CC2)cc1	.	.	.	-5	-29	3
CCCC(C(=O)Nc1nccs1)c1ccccc1 (stereo not drawn)	.	.	.	3	14	-4
Cc1cc(C)c(C(=O)CC2(O)C(=O)Nc3ccccc32)cc1C (stereo not drawn)	.	.	.	-1	-3	-1
O=C1COc2ccc(-c3csc(NCC4CCCO4)n3)cc2N1 (stereo not drawn)	.	.	.	1	2	3
CC(=O)c1ccc(NC(=O)c2ccc(S(=O)(=O)N3CCCC3)cc2)cc1	.	.	.	-4	5	-5
CSc1nsc(/C=C/Nc2ccc(C)cc2)c1C#N	.	.	.	3	-13	12
CC1(Cc2cn(CCC#N)c3ccccc23)OCCO1	.	.	.	-1	15	-4
CCOc1cc(S(=O)(=O)NCc2ccc3c(c2)OCO3)c(C)cc1C	.	.	.	0	-15	58
CCOc1cc(CNc2ccc3[nH]c(=O)[nH]c3c2)ccc1OCC(=O)NC(C)(C)C	.	.	.	1	-16	-8
CCOC(=O)N1CCN(Cc2cn3ccccc3n2)CC1	.	.	.	-2	10	-2
CCNc1nc2[nH]c(=O)c3c(c2s1)OC(N)=C(C#N)C3c1ccc(C)cc1 (stereo not drawn)	.	.	.	-1	-3	3
CNc1nn(-c2cccc(Cl)c2)nc1N	.	.	.	-2	1	4
Cc1cc(C=C(C#N)C#N)c(C)n1-c1ccccc1	.	.	.	0	-9	-3
COc1ccc(/C=C2\NC(=S)N(CC3CCCO3)C2=O)c(OC)c1C (stereo not drawn)	.	.	.	2	1	-4
S=C(Nc1ccc(Cl)cc1Cl)Nc1ccccc1Oc1ccccc1	.	.	.	360*	16	0
CC1(C)CC2CC(C)(CN2C(=O)COC(=O)c2ccc(Cl)cc2N)C1 (stereo not drawn)	.	.	.	-1	-14	-1
O=C1CC(N2CCCN(C3CC(=O)N(c4ccc(F)cc4)C3=O)CC2)C(=O)N1c1ccc(F)cc1 (stereo not drawn)	.	.	.	-1	-7	-1
O=C(COC(=O)c1cccs1)NCC1CCCO1 (stereo not drawn)	.	.	.	-1	7	1
COc1ccc(-c2ccc3c(c2)S(=O)(=O)c2cccc(C(=O)NCc4cccc(OC(F)(F)F)c4)c2C3=O)cc1OC	.	.	.	-1	-1	-1
CCOC(=O)c1[nH]c(CSc2nnnn2-c2ccccc2C)c(C(=O)OCC)c1C	.	.	.	-4	-2	-1
CCOC(=O)C1CCCN(C(=O)c2ccc3c(=O)n(CCOC)c(=S)[nH]c3c2)C1 (stereo not drawn)	.	.	.	-3	-21	-5
COc1ccc(C(=O)COC(=O)[C@H](C)Nc2ccc(C(F)(F)F)cc2[N+](=O)[O-])c(OC)c1	.	.	.	4	-1	-3
COc1cc(OC)cc(C(=O)NNC(=O)NC2CCCCC2)c1	.	.	.	-2	1	-8
Cc1cccc(NC(=O)Cc2ccc(F)cc2)c1	.	.	.	-11	14	9
Cc1cc(C)c(NC(=O)CCCN2CCN(C)CC2)c(C)c1	.	.	.	-1	7	1
CC(C)(C)N(NC(=O)Nc1ccc(Cl)cc1)C(=O)c1ccccc1	.	.	.	5	-11	-5
CN(C)Cc1c(C#N)c2ccccc2n1C	.	.	.	0	6	3
CCN1CCN(Cc2ccc(NC(=O)c3ccc(C)c(NC(=O)c4cncc(-c5cccs5)c4)c3)cc2C(F)(F)F)CC1	.	.	.	0	69*	-22
c1ccc(-c2cnc(SCCN3CCOCC3)n2CC2CCCO2)cc1 (stereo not drawn)	.	.	.	0	-1	-5
CCOC(=O)C(=O)Nc1ccccc1C(=O)NC(C)C	.	.	.	-1	-18	-5
Cc1ccccc1C(=O)NC(=S)Nc1sc2c(c1C#N)CCCC2	.	.	.	0	6	1
CCCNC(=O)NS(=O)(=O)c1cnccc1Sc1ccc(Cl)c(Cl)c1	.	.	.	-1	12	-7
CCOC(=O)c1nn(-c2c(C)n(C)n(-c3ccccc3)c2=O)cc1O	.	.	.	0	-5	-4
Cc1ccc2nc(-c3ccccc3)c(NC(=O)c3ccco3)n2c1	.	.	.	1	-1	-2
CC(C)Cc1ccc(S(=O)(=O)N2CCCC2)cc1	.	.	.	1	-3	-1
CCOc1ccccc1NC(=O)CSc1nnc(CNC(=O)COc2ccc(Cl)cc2)o1	.	.	.	0	4	-21
Cc1occc1C(=O)NNC(=O)Cc1ccccc1	.	.	.	-1	6	-6
CN(/N=C/c1ccncc1)C1=NS(=O)(=O)c2ccccc21	.	.	.	0	3	-7
O=C(Nc1ccccc1-c1ccccc1)c1ccc(NC(=O)c2ccco2)cc1	.	.	.	3	7	-5
CCOc1ccccc1CNS(=O)(=O)c1ccc2[nH]c(=O)sc2c1	.	.	.	6	14	4
CC(c1ccccc1)n1c(-c2ccncc2)n[nH]c1=S (stereo not drawn)	.	.	.	-1	3	-1
O=C(CS(=O)CC(=O)N(CC(=O)NC1CCCC1)C1CCCC1)Nc1ccc(F)cc1 (stereo not drawn)	.	.	.	-2	-2	0
N#Cc1ccccc1NC(=O)COC(=O)c1ccc(S(=O)(=O)N2CCCC2)cc1	.	.	.	-1	-16	3
Cc1cc(Cl)ccc1OCC(=O)N1CCCCC1	.	.	.	-1	10	7
Nn1c(SCC(=O)NC(=O)NC2CCCC2)nnc1-c1ccccc1F	.	.	.	2	-2	0
Cc1csc(NC(=O)CSc2nnc(-c3ccccc3)o2)n1	.	.	.	-3	-5	-5
O=C(NCc1ccco1)C(c1ccccc1)N(Cc1cccnc1)C(=O)Cn1nnc2ccccc21 (stereo not drawn)	.	.	.	1	-4	20
CCN1C(=O)CC(N2CCC(C(=O)N3CCOCC3)CC2)C1=O (stereo not drawn)	.	.	.	0	6	-1
CC(C)CNC(=O)c1cc2nc3c(c(C(F)(F)F)n2n1)CCc1ccccc1-3	.	.	.	0	-14	5

14 entries from above, arranged by molecular weight, lowest first:
SMILES	FN deposition inh	EWS-Fli inh	LGR2 antag	Cneo AK release	PGC1a acetyl inh	miR122 inh
Cc1occc1C(=O)NNC(=O)Cc1ccccc1	.	.	.	-1	6	-6
CC(C)Cc1ccc(S(=O)(=O)N2CCCC2)cc1	.	.	.	1	-3	-1
Cc1cc(Cl)ccc1OCC(=O)N1CCCCC1	.	.	.	-1	10	7
CN(/N=C/c1ccncc1)C1=NS(=O)(=O)c2ccccc21	.	.	.	0	3	-7
Cc1ccc2nc(-c3ccccc3)c(NC(=O)c3ccco3)n2c1	.	.	.	1	-1	-2
Cc1csc(NC(=O)CSc2nnc(-c3ccccc3)o2)n1	.	.	.	-3	-5	-5
CCOC(=O)c1nn(-c2c(C)n(C)n(-c3ccccc3)c2=O)cc1O	.	.	.	0	-5	-4
CCOc1ccccc1CNS(=O)(=O)c1ccc2[nH]c(=O)sc2c1	.	.	.	6	14	4
Nn1c(SCC(=O)NC(=O)NC2CCCC2)nnc1-c1ccccc1F	.	.	.	2	-2	0
O=C(Nc1ccccc1-c1ccccc1)c1ccc(NC(=O)c2ccco2)cc1	.	.	.	3	7	-5
CC(C)CNC(=O)c1cc2nc3c(c(C(F)(F)F)n2n1)CCc1ccccc1-3	.	.	.	0	-14	5
N#Cc1ccccc1NC(=O)COC(=O)c1ccc(S(=O)(=O)N2CCCC2)cc1	.	.	.	-1	-16	3
O=C(CS(=O)CC(=O)N(CC(=O)NC1CCCC1)C1CCCC1)Nc1ccc(F)cc1 (stereo not drawn)	.	.	.	-2	-2	0
CCOc1ccccc1NC(=O)CSc1nnc(CNC(=O)COc2ccc(Cl)cc2)o1	.	.	.	0	4	-21

(next part)
SMILES	FN deposition inh	EWS-Fli inh	LGR2 antag	Cneo AK release	PGC1a acetyl inh	miR122 inh
N=c1n(Cc2ccccc2)c2ccccc2n1CC(O)c1ccccc1 (stereo not drawn)	.	.	.	2	0	-20
COC(=O)c1sccc1NC(=O)c1ccc(Br)o1	.	.	.	-2	2	3
CC1Cc2cc(/C(O)=C3/C(=O)C(=O)N(CCCn4ccnc4)C3c3ccncc3)ccc2O1 (stereo not drawn)	.	.	.	1	-7	5
O=C(Cc1ccccc1)Nc1ccc(NC(=O)C2CC2)nc1	.	.	.	0	-29	-6
O=C(CNC(=O)c1cc2ccccc2o1)NCc1cccs1	.	.	.	-2	3	3
COc1ccc(S(=O)(=O)CCc2nc3ccccc3s2)cc1	.	.	.	0	7	-10
Cc1ccc(S(=O)(=O)N2CCOCC2)cc1C(=O)O	.	.	.	-1	13	0
Cc1ccc(C(=O)OCc2ccc3c(c2)OCO3)cc1S(=O)(=O)N1CCCCC1	.	.	.	-1	-3	-6
c1ccc(Oc2ncnc3oc(-c4ccccc4)cc23)cc1	.	.	.	-5	-6	-6
CCN(CC)Cc1nc2c(c(=O)[nH]1)C1(CCCC1)Cc1ccccc1-2	.	.	.	0	6	-5
CC(=O)Oc1ccc(-c2cccc(C(=O)Oc3ccccc3)c2)cc1	.	.	.	-1	-6	-7
CC1CN(C(=S)NC(=O)c2cccc([N+](=O)[O-])c2)CC(C)O1 (stereo not drawn)	.	.	.	4	0	-9
CCC(=O)Nc1cc(C(F)(F)F)ccc1N1CCOCC1	.	.	.	-1	-2	-19
COc1cccc2[nH]c3c(=O)n(CCN(C)C)cnc3c12	.	.	.	1	-2	0
Cc1nccn1CC(O)Cn1c2ccccc2c2ccccc21 (stereo not drawn)	.	.	.	-1	-3	2
CCCc1cc(=O)oc2c(CN3CCOCC3)c(O)ccc12	.	.	.	0	2	-6
CC12CN3CCN(CC(C3)C1(O)CN1CCCCC1)C2 (stereo not drawn)	.	.	.	3	-8	-3
CC(O)(CS(=O)(=O)Cc1cccc(C(F)(F)F)c1)C(=O)Nc1cccc(C(F)(F)F)c1 (stereo not drawn)	.	.	.	-3	-12	-3
O=C(CN1CCC(n2nnc3cc(C(F)(F)F)ccc32)CC1)Nc1ccc2c(c1)CCC2	.	.	.	0	7	2
Cc1cc(C)n(-c2nc3ccccc3c(=O)n2OC2CCCCC2)n1	.	.	.	1	2	1
CCOc1cccc(NC(=O)Cn2nc(-c3ccc4c(c3)OCCO4)ccc2=O)c1	.	.	.	-1	-1	-4
CCOc1ccccc1Nc1ncnc2ccccc12	.	.	.	4	5	6
CC(=O)N1CCc2cc(S(=O)(=O)CCC(=O)Nc3c(C)n(C)n(-c4ccccc4)c3=O)ccc21	.	.	.	-3	10	1
COc1cccc(CNc2ccc(N3CCCCC3)cc2)c1OC	.	.	.	4	6	0
COc1ccc(OC(=O)c2ccncc2)cc1	.	.	.	-4	-3	2
CC(C)C(NS(=O)(=O)c1cccc2nsnc12)C(=O)NC1CCCCC1C (stereo not drawn)	.	.	.	-6	-16	4
NC(=O)c1ccccc1-c1nc(-c2ccccc2)no1	.	.	.	-1	9	-5
